Source: PubChem BioAssay
KKLEB cytotox – counter-screen for CF NF-kB inhibitors: cytotoxicity. KKLEB CF airway cells viability, ATPlite luminescence, overnight; active compounds read low; cells stimulated with P. aeruginosa culture filtrate. activity change (cytotoxicity), % at 5 µM. 360,000 tested, 0.36% active;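 active means corrected activity change at or below -50% at 5 µM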
HIF-2a block – HIF-2a inhibition; 786-0 RCC cells HIF-2a reporter, luciferase luminescence, overnight; inhibition, % at 18.8 µM; 360,000 tested, 0.72% active; AID 624352;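 active means inhibition of the luminescence signal of 40% or more relative to plate controls, in a single-dose primary screen at 18.75 µM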
MITF TRPM1 inh – MITF TRPM1 promoter inhibition in SK-MEL-5 cells | SK-MEL-5 TRPM1 promoter luciferase, 24 h | inhibition, % at 12.5 µM | 330,000 tested, 0.83% active | AID 488899;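 active means mean inhibition across replicates of 60% or more, whatever share of single replicates reaches that level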; further: values of inactives mirror those of a sister screen read the other way
TWEAK Fn14 block – TWEAK-Fn14 signaling inhibition; inhibition, % at 10 µM; 360,000 tested, 2% active; TWEAK-stimulated Fn14 reporter cells, luciferase luminescence, 8 h; in the data active means inhibition above about 50%
TROY NFkB inh – inhibitors of TROY-dependent NF-kB signaling; Q293 LMP1-TROYcd NF-kB luciferase reporter, 4 h; inhibition, % at 10 µM; 360,000 tested, 0.98% active;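 active means compounds whose plate-normalised and pattern-corrected inhibition of the luciferase reporter signal at the single screening dose is 50% or more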
Shn3 inh set2 – reduces Shn3 3'UTR luciferase signal in osteoblasts; Clone20 osteoblast Shn3 3'UTR firefly luciferase, 24 h; inhibition, % at 12.5 µM; 360,000 tested, 0.52% active; AID 588674;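 active means mean inhibition of at least 75% with every replicate also reaching 75%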;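 further: 0% = median of neutral control wells and 100% = pilot-screen positive control compound; some compounds past the cut are filed as inactive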
C8 TRAIL sens – sensitizes caspase-8 expressing cells to TRAIL. NB7+C8 cells + TRAIL, ATPlite viability luminescence. inhibition (viability loss, TRAIL sensitization), % at 10 µM. 360,000 tested, 1% active. AID 624354;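 active means compounds causing at least 50% loss of cell viability in the single-dose screen, relative to plate controls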
NR2E3 ag-1 – agonists of human nuclear receptor NR2E3. inhibition of corepressor binding, % at 4.78 µM. Q9Y5X4. GST-NR2E3/biotin-RetCOR TR-FRET, 1536-well. AID 2300. 320,000 tested, 0.12% active;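 active means percent inhibition above the cutoff of mean plus 3 SD of all tested compounds, set per screening campaign, cut at about 20% in these data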;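 further: 0% = DMSO wells and 100% = biotin wells as full block of FRET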
Target sequence (Q9Y5X4 whole entry, looked up): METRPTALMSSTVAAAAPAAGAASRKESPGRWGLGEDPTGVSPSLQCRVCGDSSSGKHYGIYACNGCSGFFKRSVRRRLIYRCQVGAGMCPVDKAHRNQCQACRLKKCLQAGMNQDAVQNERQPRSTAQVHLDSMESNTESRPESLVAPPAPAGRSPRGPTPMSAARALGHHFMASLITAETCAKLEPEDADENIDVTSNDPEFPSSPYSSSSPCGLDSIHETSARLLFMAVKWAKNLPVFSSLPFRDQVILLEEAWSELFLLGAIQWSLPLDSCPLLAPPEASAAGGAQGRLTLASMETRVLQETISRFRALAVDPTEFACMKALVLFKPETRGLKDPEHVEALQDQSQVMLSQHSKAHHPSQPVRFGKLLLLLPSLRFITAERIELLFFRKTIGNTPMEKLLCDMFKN
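system = GST-tagged NR2E3 plus biotinylated RetCOR corepressor | input = 1.35 nM GST-NR2E3 | also added = 7 nM biotin-RetCOR | schedule = 5 h incubation at 4 °C | measured by = TR-FRET with europium anti-GST and streptavidin-D2, 340 nm excitation | read-out = percent loss of FRET ratio relative to control wells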
Peg3 promoter – reduces Peg3 promoter-driven luciferase expression in HeLa | AID 588405 | inhibition, % at 20 µM | HeLa PEG-Prom luciferase reporter, luminescence, overnight | 360,000 tested, 1.7% active;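 active means inhibition of at least 50% at 20 µM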
CF NFkB inh – cystic fibrosis NF-kB activation inhibition. inhibition, % at 5 µM. 360,000 tested, 0.86% active. AID 588850. KKLEB NF-kB-GFP reporter, PAF-induced, GFP fluorescence overnight;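 active means at least 50% inhibition at 5 µM, scaled per plate between neutral and stimulator controls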;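 further: PAF is a Pseudomonas aeruginosa culture filtrate used as stimulus; plate controls were PAF-stimulated DMSO wells for no effect and unstimulated DMSO wells for full effect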
NR2E3 ag-2 – human photoreceptor-specific nuclear receptor agonism | CHO-S Gal4-NCOR/VP16-NR2E3 two-hybrid, luciferase | inhibition of corepressor binding, % at 3.98 µM | 360,000 tested, 0.35% active | AID 602229;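 active means inhibition above the mean of all tested compounds plus 3 SD, cut at about 70% in these data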;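 further: 0% = DMSO with NR2E3 transfected cells and 100% = cells lacking NR2E3 construct; higher means lower luciferase signal from less NR2E3 corepressor binding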
Starred values were filed as active, the others as inactive; & = joins results of further samples. These rows are one share of the data; count on the stated rates, not on these rows.

For COc1ccccc1-c1nnc2sc(-c3cnccn3)nn12 the results were KKLEB cytotox 0, HIF-2a block -9, MITF TRPM1 inh 20, TWEAK Fn14 block -5, TROY NFkB inh -3, Shn3 inh set2 3, C8 TRAIL sens -2, NR2E3 ag-1 4, Peg3 promoter 16, CF NFkB inh -7 and NR2E3 ag-2 -12.
`CN1CC(=O)N=C1N` gave KKLEB cytotox -20&-8, HIF-2a block 4&8, MITF TRPM1 inh -11&-1, TWEAK Fn14 block 4&-2, TROY NFkB inh -6&13, Shn3 inh set2 -7&-5, C8 TRAIL sens -9&-15, NR2E3 ag-1 8&-1, Peg3 promoter 2&-6, CF NFkB inh 13&-3 and NR2E3 ag-2 -20&-4.
Cc1cccc(N2CCN(C(=O)Cc3cn(C)c4ccccc34)CC2)c1C was read as KKLEB cytotox -14, HIF-2a block 12, MITF TRPM1 inh 18, TWEAK Fn14 block 17, TROY NFkB inh 3, Shn3 inh set2 43, C8 TRAIL sens 16, NR2E3 ag-1 2, Peg3 promoter 24, CF NFkB inh 15 and NR2E3 ag-2 -40.
O=[N+]([O-])c1ccc(N2CCN(c3ccc(O)cc3)CC2)c(Cl)c1 was read as KKLEB cytotox 4, HIF-2a block -10, MITF TRPM1 inh -1, TWEAK Fn14 block -33, TROY NFkB inh 13, Shn3 inh set2 13, C8 TRAIL sens 20, NR2E3 ag-1 -2, Peg3 promoter 7, CF NFkB inh -6 and NR2E3 ag-2 -21.
`O=C(OCc1nc2ccsc2c(=O)[nH]1)c1ccc(Cl)s1` gave KKLEB cytotox -10, HIF-2a block 10, MITF TRPM1 inh -2, TWEAK Fn14 block 4, TROY NFkB inh -2, Shn3 inh set2 5, C8 TRAIL sens 1, NR2E3 ag-1 1, Peg3 promoter 0, CF NFkB inh -5 and NR2E3 ag-2 -22.
CCCc1cc(=O)n2nc(N3CCC(C(=O)N4CCN(c5ccc(OC)cc5)CC4)CC3)sc2n1 was read as KKLEB cytotox 3, HIF-2a block 21, MITF TRPM1 inh 18, TWEAK Fn14 block 23, TROY NFkB inh 10, Shn3 inh set2 76, C8 TRAIL sens 31, NR2E3 ag-1 0, Peg3 promoter 23, CF NFkB inh -21 and NR2E3 ag-2 69.
COc1ccc(C(=O)N/N=C(\C)c2ccc(NC(=O)Cc3ccccc3)cc2)c(OC)c1 was read as KKLEB cytotox 7, HIF-2a block -30, MITF TRPM1 inh -33, TWEAK Fn14 block -23, TROY NFkB inh -32, Shn3 inh set2 -5, C8 TRAIL sens -26, NR2E3 ag-1 3, Peg3 promoter -19, CF NFkB inh -47 and NR2E3 ag-2 -25.
Cn1c(-c2ccc(F)cc2)cnc1NCc1cccc(F)c1 was read as KKLEB cytotox 5, HIF-2a block -47, MITF TRPM1 inh -22, TWEAK Fn14 block 0, TROY NFkB inh -1, Shn3 inh set2 -20, C8 TRAIL sens 9, NR2E3 ag-1 -3, Peg3 promoter -15, CF NFkB inh -7 and NR2E3 ag-2 -13.
O=C(Nc1ccc2c(c1)OCO2)N1CCN(C(=O)C2CCCO2)CC1 (stereo unspecified) was read as KKLEB cytotox -9, HIF-2a block -23, MITF TRPM1 inh -9, TWEAK Fn14 block -11, TROY NFkB inh -19, Shn3 inh set2 -16, C8 TRAIL sens -8, NR2E3 ag-1 -2, Peg3 promoter -41, CF NFkB inh -2 and NR2E3 ag-2 -16.
Screening COc1ccccc1CNC(=O)COn1nnc2ccc(S(=O)(=O)N3CCOCC3)cc21 returned KKLEB cytotox -16, HIF-2a block 7, MITF TRPM1 inh 12, TWEAK Fn14 block 7, TROY NFkB inh 5, Shn3 inh set2 11, C8 TRAIL sens -5, NR2E3 ag-1 0, Peg3 promoter 11, CF NFkB inh 17 and NR2E3 ag-2 -12.
Cc1ccc(C2/C=C\CC(NC(=O)OCC3c4ccccc4-c4ccccc43)CC(=O)N2Cc2ccccc2)cc1 (stereo unspecified) was read as KKLEB cytotox 8, HIF-2a block 10, MITF TRPM1 inh 6, TWEAK Fn14 block 9, TROY NFkB inh 8, Shn3 inh set2 28, C8 TRAIL sens 16, Peg3 promoter -14, CF NFkB inh -5 and NR2E3 ag-2 -19.
For CCCOCCOC(=O)c1[nH]c2c(c1C)C(=O)CC(c1cc(OC)ccc1OC)C2 (stereo unspecified) the results were KKLEB cytotox -16, HIF-2a block -2, MITF TRPM1 inh 9, TWEAK Fn14 block 8, TROY NFkB inh 32, Shn3 inh set2 29, C8 TRAIL sens 30, NR2E3 ag-1 -2, Peg3 promoter -20, CF NFkB inh 54* and NR2E3 ag-2 -12.
Screening Cc1ccc(S(=O)(=O)N2CCN(C(C)C(=O)N3CCCc4ccccc43)CC2)cc1 (stereo unspecified) returned KKLEB cytotox -3, HIF-2a block 16, MITF TRPM1 inh -10, TWEAK Fn14 block -1, TROY NFkB inh -6, Shn3 inh set2 7, C8 TRAIL sens -19, NR2E3 ag-1 -1, Peg3 promoter -1, CF NFkB inh -13 and NR2E3 ag-2 -10.
For CCCCN(C(=O)CSCC(=O)Nc1ccc(C)cc1)c1c(N)n(Cc2ccccc2)c(=O)[nH]c1=O the results were KKLEB cytotox 0, HIF-2a block 5, MITF TRPM1 inh 3, TWEAK Fn14 block -9, TROY NFkB inh 10, Shn3 inh set2 0, C8 TRAIL sens -17, NR2E3 ag-1 3, Peg3 promoter 20, CF NFkB inh -9 and NR2E3 ag-2 -3.
Screening COc1cccc(C2=NOC(C(=O)N3CCN(Cc4ccccc4)CC3)C2)c1OC (stereo unspecified) returned KKLEB cytotox 10, HIF-2a block 8, MITF TRPM1 inh 9, TWEAK Fn14 block -6, TROY NFkB inh 5, Shn3 inh set2 13, C8 TRAIL sens -2, NR2E3 ag-1 -3, Peg3 promoter 8, CF NFkB inh 6 and NR2E3 ag-2 5.
Screening COc1ccc(-c2csc(Nc3cccc(C)n3)n2)cc1 returned KKLEB cytotox 15, HIF-2a block -291, MITF TRPM1 inh -56, TWEAK Fn14 block 25, TROY NFkB inh -17, Shn3 inh set2 -52, C8 TRAIL sens 20, NR2E3 ag-1 0, Peg3 promoter -271, CF NFkB inh -16 and NR2E3 ag-2 -168.
Screening CCc1nonc1NC(=O)COc1cc(C)c(Cl)c(C)c1 returned KKLEB cytotox -11, HIF-2a block -10, MITF TRPM1 inh -12, TWEAK Fn14 block 0, TROY NFkB inh -2, Shn3 inh set2 9, C8 TRAIL sens 2, NR2E3 ag-1 -1, Peg3 promoter -10, CF NFkB inh 20 and NR2E3 ag-2 10.
`Cc1ccnc2nc(C(=O)OCC(=O)NC3CCC(C)CC3)nn12` (stereo unspecified) gave KKLEB cytotox 10, HIF-2a block -1, MITF TRPM1 inh 5, TWEAK Fn14 block 0, TROY NFkB inh -3, Shn3 inh set2 -18, C8 TRAIL sens -13, NR2E3 ag-1 -1, Peg3 promoter 4, CF NFkB inh 0 and NR2E3 ag-2 1.
`Cc1ccc(NC(=S)N2CCN(S(C)(=O)=O)CC2)cc1C` gave KKLEB cytotox 4, HIF-2a block 11, MITF TRPM1 inh 0, TWEAK Fn14 block 7, TROY NFkB inh 18, Shn3 inh set2 12, C8 TRAIL sens -8, Peg3 promoter 2, CF NFkB inh -4 and NR2E3 ag-2 9.
Screening CCCCCNC(=O)c1ccc2c(c1)ncn2-c1ccc(OC)cc1 returned KKLEB cytotox 2, HIF-2a block -42, MITF TRPM1 inh -7, TWEAK Fn14 block -23, TROY NFkB inh -6, Shn3 inh set2 10, C8 TRAIL sens -8, NR2E3 ag-1 0, Peg3 promoter -17, CF NFkB inh 0 and NR2E3 ag-2 -11.
CCCCC12CN3CC(C)(CN(C1)C3c1ccc([N+](=O)[O-])o1)C2=O (stereo unspecified) was read as KKLEB cytotox 8, HIF-2a block 12, MITF TRPM1 inh 2, TWEAK Fn14 block 19, TROY NFkB inh -6, Shn3 inh set2 2, C8 TRAIL sens -25, NR2E3 ag-1 2, Peg3 promoter -6, CF NFkB inh -7 and NR2E3 ag-2 6.
CCCCCN(C(=O)CCC(=O)OCCOc1ccccc1Cl)c1c(N)n(CCCC)c(=O)[nH]c1=O was read as KKLEB cytotox -11, HIF-2a block -11, MITF TRPM1 inh 7, TWEAK Fn14 block 2, TROY NFkB inh 4, Shn3 inh set2 14, C8 TRAIL sens -6, NR2E3 ag-1 -1, Peg3 promoter 21, CF NFkB inh 10 and NR2E3 ag-2 -11.
Screening COc1ccc(O)c(CN2CCC(n3nccc3NC(=O)C3CCCC3)CC2)c1 returned KKLEB cytotox -6, HIF-2a block 10, MITF TRPM1 inh 7, TWEAK Fn14 block 1, TROY NFkB inh 16, Shn3 inh set2 19, C8 TRAIL sens 10, NR2E3 ag-1 -1, Peg3 promoter -3, CF NFkB inh -25 and NR2E3 ag-2 -14.
Screening Cc1ccc(/C=C/C(=O)c2c(C)cc(C)[nH]c2=O)cc1 returned KKLEB cytotox 3, HIF-2a block 27, MITF TRPM1 inh 44, TWEAK Fn14 block 86*, TROY NFkB inh 37, Shn3 inh set2 -58, C8 TRAIL sens -11, NR2E3 ag-1 4, Peg3 promoter 48, CF NFkB inh 38 and NR2E3 ag-2 49.
`Cc1ccc(C2=NC(=O)/C(=C/c3cc(O)c(O)c(Br)c3)S2)cc1` gave KKLEB cytotox -6, HIF-2a block 13, MITF TRPM1 inh 3, TWEAK Fn14 block 31, TROY NFkB inh 9, Shn3 inh set2 -13, C8 TRAIL sens 19, Peg3 promoter 67*, CF NFkB inh -7 and NR2E3 ag-2 -51.
For Cc1ccc(S(=O)(=O)NCc2c(-c3ccccc3)c3cc(Cl)ccc3[nH]c2=O)cc1 the results were KKLEB cytotox 6, HIF-2a block 21, MITF TRPM1 inh -3, TWEAK Fn14 block 12, TROY NFkB inh 29, Shn3 inh set2 4, C8 TRAIL sens -2, NR2E3 ag-1 2, Peg3 promoter 10, CF NFkB inh 19 and NR2E3 ag-2 -12.
Screening O=C(O)C(Cc1ccc(Cl)cc1)Sc1nc2ccccc2[nH]1 (stereo unspecified) returned KKLEB cytotox 1, HIF-2a block 1, MITF TRPM1 inh -11, TWEAK Fn14 block -15, TROY NFkB inh 16, Shn3 inh set2 8, C8 TRAIL sens -1, Peg3 promoter 6, CF NFkB inh 0 and NR2E3 ag-2 7.
CC(C)CCN(C(=O)Nc1ccc(Cl)cc1)C1CCN(C(C)C)CC1 was read as KKLEB cytotox 2, HIF-2a block -55, MITF TRPM1 inh -6, TWEAK Fn14 block -20, TROY NFkB inh -54, Shn3 inh set2 1, C8 TRAIL sens 6, NR2E3 ag-1 1, Peg3 promoter -35, CF NFkB inh -8 and NR2E3 ag-2 -18.
N#CC1=C(C2CC2)CC(c2ccccc2)C(C#N)=C1N (stereo unspecified) was read as KKLEB cytotox -6, HIF-2a block 30, MITF TRPM1 inh 10, TWEAK Fn14 block -5, TROY NFkB inh -33, Shn3 inh set2 13, C8 TRAIL sens 11, NR2E3 ag-1 -3, Peg3 promoter 28, CF NFkB inh 9 and NR2E3 ag-2 -74.
